Compound activity deposited in PubChem BioAssay by several laboratories.
DNA FID counter – fluorescent intercalator displacement, NS3 helicase counter-screen | inhibition, % at 7.9 µM | 0.17% of 290,000 active | DNA fluorescent intercalator displacement, fluorescence; in the data active = inhibition above about 37%;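 also: 0% = vehicle and 100% = reference compound; higher means more ethidium bromide displaced from hairpin DNA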
NS3 helicase inh – inhibitors of Hepatitis C virus NS3 helicase; NS3 helicase DNA unwinding, Cy5 molecular beacon fluorescence; inhibition, % at 10.9 µM; AID 1800; 0.56% of 290,000 active;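 active = inhibition above the mean of all tested compounds plus 3 SD, set per campaign, cut at about 35% in these data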;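 also: 0% = DMSO wells and 100% = thioflavine S control wells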
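Assay system – hepatitis C virus NS3 helicase domain fragment enzyme · Buffer or medium – MOPS pH 6.5, MgCl2, DTT, Tween20, BSA · Reagent – Cy5/quencher beacon DNA duplex and ATP to start · Compound – single 10.9 µM dose · Timing – 1 h at 25 °C · Technique – Cy5 beacon fluorescence read at start and 1 h · Measure – % inhibition of unwinding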
GPR7 antag – antagonists of human GPR7 (neuropeptides B/W receptor 1); P48145; GPR7-expressing cells, fluorescence antagonist assay; inhibition, % at 4.4 µM; 1.1% of 290,000 active; in the data active = inhibition above about 16%, passing the limit was not always enough;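 also: cells stimulated with the agonist NPW; 0% = agonist with vehicle and 100% = vehicle without agonist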
Target sequence (P48145 whole entry, looked up): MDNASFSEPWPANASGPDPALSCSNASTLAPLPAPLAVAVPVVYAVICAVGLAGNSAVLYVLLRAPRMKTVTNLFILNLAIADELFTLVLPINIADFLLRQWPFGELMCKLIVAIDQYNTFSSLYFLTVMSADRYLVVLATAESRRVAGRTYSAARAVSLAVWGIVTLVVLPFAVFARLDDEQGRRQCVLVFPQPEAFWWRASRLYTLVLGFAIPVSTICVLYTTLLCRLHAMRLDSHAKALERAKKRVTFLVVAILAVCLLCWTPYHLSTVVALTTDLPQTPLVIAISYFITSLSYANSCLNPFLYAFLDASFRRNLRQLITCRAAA
OXTR ag – human OXTR agonism | CHO-OTR cells, Fluo-8 calcium fluorescence; normalized: DMSO 0%, oxytocin 100% | activation, % at 3 µM | 0.32% of 320,000 active | AID 2435;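 active = activation above the mean of all tested compounds plus 3 SD, cutoff set per screening run, cut at about 20% in these data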;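 also: peak over basal fluorescence ratio from a 100 s FLIPR kinetic read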
V1R ag counter – activates human V1a receptor in oxytocin agonist counter-screen; P37288; CHO-V1R cells, Fluo-8 calcium fluorescence, agonist mode; 0% DMSO, 100% 3 nM vasopressin; activation, % at 3 µM; 0.25% of 320,000 active;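 active = activation above the mean activation of all tested compounds plus 3 SD, per screening run, cut at about 20% in these data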;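 also: signal is peak over basal fluorescence ratio across a 100 second FLIPR read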
Target sequence (P37288 whole entry, looked up): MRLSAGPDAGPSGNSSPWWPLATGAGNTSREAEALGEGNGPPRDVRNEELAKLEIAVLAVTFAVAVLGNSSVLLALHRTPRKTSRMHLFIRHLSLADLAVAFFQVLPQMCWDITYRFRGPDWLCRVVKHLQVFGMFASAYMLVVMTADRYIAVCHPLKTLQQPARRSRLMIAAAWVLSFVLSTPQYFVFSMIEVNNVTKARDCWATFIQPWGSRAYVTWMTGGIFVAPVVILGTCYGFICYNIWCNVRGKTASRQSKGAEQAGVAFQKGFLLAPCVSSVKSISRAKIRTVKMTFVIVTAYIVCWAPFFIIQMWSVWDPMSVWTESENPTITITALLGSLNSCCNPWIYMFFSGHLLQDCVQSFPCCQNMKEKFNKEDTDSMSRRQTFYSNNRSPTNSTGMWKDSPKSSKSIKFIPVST
PHOSPHO1 block – inhibitors of human PHOSPHO1 phosphatase; Q8TCT1; recombinant PHOSPHO1, absorbance phosphatase assay; inhibition, % at 13.3 µM; 1.1% of 290,000 active; AID 1565; in the data active = inhibition above about 60%
IMP-1 inhibitor – blocks Pseudomonas aeruginosa IMP-1 metallo-beta-lactamase; 0.45% of 290,000 active; purified IMP-1, nitrocefin hydrolysis, epi-absorbance fluorescence; inhibition, % at 5.6 µM; AID 1556;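 active = inhibition above the mean plus 3 SD of all compounds in the same screening run, cut at about 4.5% in these data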;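 also: 0% = IMP-1 with DMSO and 100% = DMSO wells lacking enzyme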
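assay system = purified recombinant IMP-1 metallo-beta-lactamase enzyme | schedule = 15 min preincubation plus 25 min reaction at 25 °C | signal = Epi-absorbance fluorescence, 480 nm excitation, 530 nm emission | read-out basis = percent inhibition from optical density relative to buffer-blank wells | controls = IMP-1 with DMSO as 0%, enzyme-free DMSO as 100%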
GalR3 antagonist – antagonists of human GalR3. O60755. HEK293 GalR3-CNG cAMP membrane potential fluorescence; galR3 body fused to GalR1 C-terminus. inhibition, % at 3 µM. 0.44% of 360,000 active. AID 651719;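 active = inhibition above the screen-wide average plus 3 SD, cut at about 13% in these data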;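 also: forskolin and galanin both at EC90 stimulate the cells; cAMP rise reported by CNG channel membrane potential dye signal; 0% = forskolin plus galanin with DMSO and 100% = forskolin alone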
Target sequence (O60755 1-299 limits assumed): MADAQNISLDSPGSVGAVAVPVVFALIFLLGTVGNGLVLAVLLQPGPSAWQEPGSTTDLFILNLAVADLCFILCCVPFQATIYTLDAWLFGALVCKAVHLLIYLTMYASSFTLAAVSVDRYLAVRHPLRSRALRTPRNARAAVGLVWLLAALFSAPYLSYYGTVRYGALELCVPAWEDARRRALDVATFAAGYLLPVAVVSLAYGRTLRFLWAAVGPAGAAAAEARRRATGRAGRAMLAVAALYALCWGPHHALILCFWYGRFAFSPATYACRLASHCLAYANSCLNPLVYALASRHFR
VIM-2 inhibitor – blocks Pseudomonas aeruginosa VIM-2 metallo-beta-lactamase | 0.89% of 290,000 active | purified VIM-2, nitrocefin hydrolysis, epi-absorbance fluorescence | inhibition, % at 5.6 µM;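 active = inhibition above the mean of all tested compounds plus 3 SD, cutoff set per screening run, cut at about 7.5% in these data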;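 also: red hydrolysis product quenches plate fluorescence so inhibitors raise well fluorescence; 0% = enzyme with DMSO and 100% = DMSO without enzyme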
An asterisk follows results filed as active; nt = not tested or not shown.

The line under a structure holds: PHOSPHO1 block | NS3 helicase inh | GPR7 antag | DNA FID counter | V1R ag counter | GalR3 antagonist | OXTR ag | VIM-2 inhibitor | IMP-1 inhibitor
O=C(CCSc1ccccc1)Nc1nc2c(s1)COc1ccccc1-2
→ -22 | -11 | -6 | -3 | 1.0 | 0 | 1.1 | -2.9 | -1.3
Cc1ccc(-c2nnn(C(C)C(=O)N3c4ccccc4CCc4ccccc43)n2)cc1 (stereo unspecified)
→ 3 | -5 | 4 | -15 | 0.2 | 1 | 0.0 | -0.8 | -0.4
CC(C)(C)OC(=O)N1CCNc2ccccc2C1
→ -3 | 3 | 4 | -7 | 0.0 | -1 | -0.5 | 0.9 | -1.6
O=C(COC(=O)c1cc(Cl)ccc1O)NCCNC(=O)COC(=O)c1cc(Cl)ccc1O
→ 2 | -5 | -3 | -5 | 0.4 | -4 | 1.1 | 2.6 | -2.4
COc1cc(C=O)ccc1OCCSc1ccc(C)cc1
→ 1 | -2 | -1 | -2 | -0.7 | 12 | -1.4 | -1.8 | -2.1
Cc1ccc(OCCC(=O)OCC(=O)NCCc2ccccc2)cc1
→ 16 | -7 | -16 | -24 | -1.1 | -7 | -1.4 | -0.5 | -2.1
Cc1ccc2c(c1)NC(=O)C(CC(=O)NCCCN1CCN(c3cc(Cl)ccc3C)CC1)O2 (stereo unspecified)
→ 2 | -35 | 5 | 10 | 4.5 | -4 | 4.4 | -2.3 | -2.5
COc1cc(/C=C2\C(=N)N3N=CSC3=NC2=O)ccc1OS(=O)(=O)c1ccccc1
→ 26 | 21 | -12 | -19 | nt | -4 | nt | -5.6 | -4.2
CN(CC(=O)N1CCN(c2cccc(Cl)c2)CC1)S(=O)(=O)c1cnc[nH]1
→ 5 | 0 | -11 | -24 | 0.6 | 6 | -0.4 | 0.4 | -4.0
COc1ccccc1NC(=O)C1C2CCCCC21 (stereo unspecified)
→ -2 | -4 | -4 | -4 | -2.1 | -2 | -1.7 | -1.9 | -1.9
CNC(=O)C1CC(=O)N(c2ccc(C)cc2)C1 (stereo unspecified)
→ -12 | 6 | -10 | 0 | -0.4 | -3 | 0.5 | -5.7 | -4.2
Cc1ccc(Oc2ccc(NC(=O)CCC(=O)OCC(=O)c3cccs3)cc2)cc1C
→ 21 | -2 | -6 | -7 | 2.0 | -5 | 3.5 | -1.4 | -2.9
CC1(C)NC(=O)N(c2ccccc2Cl)C1(C)NO (stereo unspecified)
→ 6 | -2 | -2 | -2 | 0.3 | -4 | -0.3 | -1.9 | -1.6
O=c1c(S(=O)(=O)c2ccc(Cl)cc2)cn(Cc2cccc(F)c2)c2ccc(F)cc12
→ -17 | 18 | 3 | 2 | -0.2 | -6 | -0.6 | 1.1 | -0.7
Cc1ccc(C(=O)Nc2c(C(=O)NCc3ccco3)cnn2-c2ccccc2)cc1
→ 9 | -9 | -6 | -26 | -0.9 | -3 | -1.5 | -2.7 | -3.2
COC(=O)c1ccccc1NC(=O)CSc1nc(C)cc(C)n1
→ 34 | -15 | -1 | -12 | 1.6 | -3 | -0.2 | -5.6 | -4.9
CCc1cc(OCCCCNCc2ccccc2)ccc1Cl
→ 2 | -70 | 1 | 26 | 5.0 | -8 | 15 | 0.0 | -1.6
O=C(NCCO)/C(=C/c1ccc2c(c1)OCO2)NC(=O)c1ccc(Br)cc1
→ 45 | 21 | -14 | -9 | -0.2 | -9 | -0.3 | -0.1 | -0.4
Cc1ccccc1S(=O)(=O)Cc1ccc(C(=O)N2CCN(c3ccccc3F)CC2)o1
→ 60 | -6 | -7 | -57 | 5.7 | -7 | 6.2 | -2.0 | -1.8
CCCCC(=O)OCC(=O)c1[nH]c(C)c(C(=O)OCC)c1C
→ 11 | 9 | 2 | -13 | 0.3 | -2 | 1.2 | -5.4 | -3.7
CCc1cc2c(=O)n(CC(=O)NCCc3ccc(OC)c(OC)c3)cnc2s1
→ 42 | 3 | -7 | 4 | 0.8 | -3 | -1.2 | -4.4 | -2.9
CN(C(=O)C1CCC(=O)N(CCc2ccc(Cl)cc2)C1)C1CCOCC1 (stereo unspecified)
→ 25 | -3 | -15 | -20 | 0.0 | 0 | 0.8 | -0.1 | 0.5
O=C(NCCCCCCNC(=O)N1CCCCCC1)N1CCCCCC1
→ 6 | 1 | -8 | -22 | 0.3 | -7 | -1.3 | -2.0 | -2.4
S=C(N/N=C/c1ccc2ncccc2c1)Nc1cccnc1
→ 6 | -9 | 3 | -14 | -0.2 | 5 | -0.1 | -2.1 | 0.0
COc1ccc(-n2nc3c(c2NC(=O)c2cc(Br)ccc2Cl)CS(=O)C3)cc1 (stereo unspecified)
→ -16 | 5 | -3 | -20 | 0.3 | 0 | 0.5 | -1.0 | -3.3
COCCN1C(=O)c2ccccc2C(C(=O)NCc2ccco2)C1c1c[nH]c2ccccc12 (stereo unspecified)
→ 16 | -4 | -12 | -22 | -0.7 | 1 | -1.2 | -1.9 | -3.7
CCN(Cc1ccc(C#CCCO)cc1)CC1CCCN(CCc2cccc(F)c2)C1 (stereo unspecified)
→ 9 | -28 | 2 | 19 | 2.3 | -12 | 1.8 | 0.6 | 0.0
Cc1cc(C)cc(NC(=O)c2sc3nc(C)cc(C)c3c2N)c1
→ 30 | 6 | -20 | -12 | -0.8 | -9 | -2.9 | 0.1 | -1.1
CN(CC(=O)NCCc1ccc(S(N)(=O)=O)cc1)c1ccccc1
→ -47 | 19 | -11 | -2 | 0.1 | -7 | -0.2 | -3.7 | -3.0
Cc1ccc(C)c(NC(=S)N(Cc2ccco2)C(C)c2cccs2)c1 (stereo unspecified)
→ -5 | 3 | -7 | 0 | 0.6 | 1 | -0.7 | -2.3 | 0.3

Individual results from the entries so far.
CCN(Cc1ccc(C#CCCO)cc1)CC1CCCN(CCc2cccc(F)c2)C1 (stereo unspecified) in GalR3 antagonist reads -12
CCc1cc2c(=O)n(CC(=O)NCCc3ccc(OC)c(OC)c3)cnc2s1 in V1R ag counter reads 0.8

Continuation:
The line under a structure holds: PHOSPHO1 block | NS3 helicase inh | GPR7 antag | DNA FID counter | V1R ag counter | GalR3 antagonist | OXTR ag | VIM-2 inhibitor | IMP-1 inhibitor
COc1ccccc1CNC(=O)CCNS(=O)(=O)c1cccc2nonc12
→ 14 | -2 | 0 | -8 | -0.5 | -4 | 0.2 | -3.9 | -5.0
COc1ccccc1CNS(=O)(=O)c1c(C(=O)N2CCCCC2)c(C)n(C)c1C
→ 38 | 1 | -11 | -33 | -0.4 | -1 | 0.0 | -3.1 | -0.9
Oc1ccc(N2CCN(C(=S)NCCc3ccccc3)CC2)cc1
→ -33 | 3 | 0 | 1 | 0.8 | -4 | 1.3 | 1.1 | -2.2
CCOC(=O)c1sc(=S)n(-c2ccc(OC)cc2)c1C
→ 32 | 22 | 6 | -18 | -1.4 | 0 | -2.5 | -1.7 | -1.4
COc1ccc(CCNC(=O)CS(=O)Cc2nc(-c3ccccc3Cl)oc2C)cc1OC (stereo unspecified)
→ 42 | 6 | -11 | -55 | -0.4 | 1 | -0.6 | -2.6 | -2.0
O=C(NCCCNc1ccc(C(F)(F)F)cc1[N+](=O)[O-])c1cc(F)c(F)cc1Cl
→ 6 | 1 | -11 | 2 | 6.1 | -5 | 5.5 | -2.0 | -0.9
Cc1nc(SCC(O)CCl)c([N+](=O)[O-])[nH]1 (stereo unspecified)
→ 1 | 4 | -2 | 3 | 1.0 | 3 | 0.5 | -0.9 | -4.8
COCCNC(=O)c1cccc(OC2CCN(Cc3ccccc3OCCO)CC2)c1
→ nt | -3 | -7 | -4 | 0.9 | nt | -0.8 | -1.3 | -2.6
c1ccc(-n2c(-c3cccs3)nc3nc4ccccc4nc32)cc1
→ 4 | 3 | -10 | -1 | 2.3 | 5 | -1.2 | -2.4 | -1.7
COc1ccccc1C(=O)Nc1c(C(=O)N(CCN(C)C)Cc2ccco2)oc2ccccc12
→ 23 | -77 | 29* | 37* | 4.2 | -6 | 9.3 | 6.5 | -3.0
N#Cc1c(NC(=O)/C=C/c2ccco2)sc2c1CCCC2
→ -1 | 34 | 10 | -16 | 0.2 | -6 | -0.1 | -2.7 | -2.4
COc1cccc(CN(C)Cc2nc3cc(C(F)(F)F)ccc3c(=O)[nH]2)c1
→ 6 | -4 | -18 | -16 | -0.1 | 1 | 1.3 | -5.5 | -5.3
CC(C)(C)c1cc(NC(=O)COC(=O)C2CC2)n(-c2ccccc2)n1
→ -5 | 0 | 3 | -9 | 0.3 | -7 | -0.5 | -0.5 | -1.6
Cc1ccc(S(=O)(=O)n2cnc3ccccc32)cc1
→ 2 | -3 | -6 | 1 | 0.9 | -4 | 0.1 | -2.8 | -2.1
COc1ccc(N(C)S(=O)(=O)c2c(C)noc2C)c(OC)c1
→ -17 | 0 | -7 | -12 | 0.6 | -2 | 0.7 | -3.5 | -1.7
CC1CCCC(C)N1CCCNC(=O)c1ccc2nc(N3CCCCC3)sc2c1 (stereo unspecified)
→ 36 | 2 | 0 | 13 | 1.1 | 3 | 0.0 | 0.9 | -7.4
OCCNc1nc(N2CCN(c3ccccc3)CC2)nc2ccccc12
→ nt | -3 | -4 | 14 | 0.4 | -9 | 0.6 | -2.2 | -2.6
COC(=O)[C@H](Cc1ccccc1)NC(=O)NCCc1ccccc1F
→ 36 | 12 | -7 | -13 | 0.1 | -10 | -1.4 | -1.4 | -1.0
Cc1ccccc1N(CC(=O)NCc1ccco1)C(=O)CCC(=O)Nc1nccs1
→ 45 | 10 | -5 | -35 | -0.2 | -1 | -0.1 | -1.9 | -1.3
O=C(CCC(=O)c1ccccc1)Nc1ccc(C(=O)O)cc1
→ -1 | -10 | -9 | -2 | nt | -3 | nt | -1.3 | -3.3
O=C(Nc1ccc(OC(F)F)c(Cl)c1)[C@@H]1CCCN1C(=O)c1cccs1
→ 12 | 1 | -6 | 2 | -0.4 | 3 | -1.0 | -1.7 | -2.6
COc1ccc(NC(=O)NC2CCN(C(C)C)CC2)c(OC)c1
→ -9 | 2 | -17 | 3 | 0.3 | -5 | 0.1 | -3.3 | -4.6
CCOC(=O)c1[nH]c(=O)[nH]c1CNc1ccccc1C#N
→ -6 | 8 | -9 | -6 | -0.3 | -10 | -1.4 | -0.3 | -1.8

Entries of single compounds as entered above. Screens in order: PHOSPHO1 block | NS3 helicase inh | GPR7 antag | DNA FID counter | V1R ag counter | GalR3 antagonist | OXTR ag | VIM-2 inhibitor | IMP-1 inhibitor
CCOC(=O)c1[nH]c(=O)[nH]c1CNc1ccccc1C#N across the screens: -6 | 8 | -9 | -6 | -0.3 | -10 | -1.4 | -0.3 | -1.8
OCCNc1nc(N2CCN(c3ccccc3)CC2)nc2ccccc12 across the screens: nt | -3 | -4 | 14 | 0.4 | -9 | 0.6 | -2.2 | -2.6
Cc1ccccc1N(CC(=O)NCc1ccco1)C(=O)CCC(=O)Nc1nccs1 across the screens: 45 | 10 | -5 | -35 | -0.2 | -1 | -0.1 | -1.9 | -1.3
